# Assay outcomes (PubChem)
# CRFBP-R2 agonist = CRF-BP/CRF-R2 complex agonism; activation, % at 13.2 µM; 350,000 tested, 0.46% active; HEK293 CRF-R2/CRF-BP, calcium dye fluorescence (FLIPR); percent of saturating CRF peptide response; AID 588473;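 active = activation of at least 50%, plus an integration ratio under a set limit after plate pattern correction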;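 also: plate controls were neutral control wells without compound for no effect and CRF at EC100 for full effect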
# M4 ag = agonists of human muscarinic M4 receptor (CHRM4) | P08173 | CHO-K1 hM4/Gqi5, Fluo-8 calcium fluorescence; vehicle 0%, full acetylcholine response 100% | activation, % at 3 µM | 360,000 tested, 0.14% active | AID 624127;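 active = activation above the run mean over all test wells plus 3 SD, cut at about 32% in these data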;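 also: peak over basal fluorescence ratio per well then scaled between controls; 0% = DMSO wells and 100% = acetylcholine at EC100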
# Target sequence (P08173 whole entry, looked up): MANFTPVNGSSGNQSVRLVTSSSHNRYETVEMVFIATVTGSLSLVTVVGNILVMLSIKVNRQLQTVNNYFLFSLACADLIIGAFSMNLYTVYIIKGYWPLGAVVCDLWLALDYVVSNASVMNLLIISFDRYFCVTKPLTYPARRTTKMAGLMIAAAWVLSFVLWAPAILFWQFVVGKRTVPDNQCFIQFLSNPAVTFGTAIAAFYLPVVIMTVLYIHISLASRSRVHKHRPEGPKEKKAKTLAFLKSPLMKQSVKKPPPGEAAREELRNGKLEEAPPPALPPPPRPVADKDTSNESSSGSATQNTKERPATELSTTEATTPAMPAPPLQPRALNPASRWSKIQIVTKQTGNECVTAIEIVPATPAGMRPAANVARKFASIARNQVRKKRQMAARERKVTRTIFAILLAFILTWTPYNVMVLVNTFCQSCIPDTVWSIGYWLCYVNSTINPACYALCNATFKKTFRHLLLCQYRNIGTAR
# M1 PAM = potentiates human M1 receptor response to acetylcholine; CHO-K1 hM1, Fluo-8 calcium fluorescence, ACh EC20; 0% = ACh EC20, 100% = maximal ACh; activation, % at 3 µM; P11229; 360,000 tested, 0.088% active; in the data active = activation above about 19%, passing the limit was not always enough
# Target sequence (P11229 whole entry, looked up): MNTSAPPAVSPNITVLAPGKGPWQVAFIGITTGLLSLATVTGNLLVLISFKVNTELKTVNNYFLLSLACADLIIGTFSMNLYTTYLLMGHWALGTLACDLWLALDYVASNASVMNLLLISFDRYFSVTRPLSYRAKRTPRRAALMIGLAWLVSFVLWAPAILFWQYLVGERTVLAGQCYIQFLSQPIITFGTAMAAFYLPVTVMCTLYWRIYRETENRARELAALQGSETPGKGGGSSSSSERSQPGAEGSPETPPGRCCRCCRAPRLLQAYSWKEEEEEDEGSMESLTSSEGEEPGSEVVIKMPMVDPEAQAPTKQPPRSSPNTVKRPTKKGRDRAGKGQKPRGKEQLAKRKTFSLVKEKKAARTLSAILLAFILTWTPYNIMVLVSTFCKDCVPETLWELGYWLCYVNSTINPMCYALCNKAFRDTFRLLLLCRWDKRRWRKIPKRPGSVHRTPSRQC
# M4 PAM = positive allosteric modulators of human muscarinic M4 receptor; CHO-K1 hM4/Gqi5, Fluo-8 calcium fluorescence, ACh EC20; 0% = ACh EC20, 100% = maximal ACh; 360,000 tested, 0.4% active; activation, % at 3 µM; P08173;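 active = activation above its plate's cutoff, the mean activation of sample wells plus 3 SD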; also: some results filed as inactive read as strong as hits
# CRFBP-R2 block = antagonists of CRF-binding protein/CRF-R2 receptor complex; HEK293 CRF-R2/CRF-BP, CRF-induced calcium fluorescence; inhibition, % at 11.8 µM; 350,000 tested, 0.59% active; AID 588475;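 active = inhibition of the ligand-induced calcium signal above about 50% at the single tested concentration, limit read from the data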
# CHRM5 agonist = CHRM5 agonism in calcium assay; CHO-K1 hM5 cells, Fluo-8 calcium fluorescence; 0% DMSO wells, 100% maximal acetylcholine response; activation, % at 3 µM; 360,000 tested, 0.19% active; AID 624037;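 active = activation above the run's mean over test compounds plus 3 SD, cut at about 23% in these data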;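 also: signal is peak over basal fluorescence ratio across the kinetic read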
# CHRM4 antagonist = antagonists of human muscarinic M4 receptor (CHRM4) | P08173 | CHO-hM4 cells, ACh EC80, Fluo-8 calcium fluorescence | inhibition, % at 3 µM | 360,000 tested, 0.73% active | AID 624125;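 active = inhibition above its plate's cutoff, the mean inhibition of sample wells plus 3 SD, cut at about 27% in these data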;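 also: 0% = acetylcholine EC80 with DMSO and 100% = DMSO without agonist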
# M5 PAM = CHRM5 positive allosteric modulation; P08912; CHO-K1 hM5, Fluo-8 calcium, ACh EC20 PAM; 0% = ACh EC20, 100% = ACh EC100; activation, % at 3 µM; 360,000 tested, 0.3% active;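 active = activation above the run cutoff, the mean activation of all test compounds plus 3 SD, cut at about 18% in these data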
#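 Assay system: CHO-K1 hM5 cells. Also added: acetylcholine at EC20 concentration, added after compound. Dosing: 3 µM, single dose. Times: compound preincubation 140 s before EC20 acetylcholine addition. Signal: Fluo-8 calcium fluorescence. Measure: % activation relative to EC20 and EC100 ACh responses. Repeats: singlicate, one well per test compound.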
# CHRM5 antagonist = CHRM5 antagonism in calcium assay; CHO-hM5 cells, Fluo-8 calcium fluorescence, ACh EC80; AID 624040; 360,000 tested, 0.59% active; inhibition, % at 3 µM; P08912;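 active = inhibition above a per-plate cutoff, the mean of that plate's test compounds plus 3 SD, cut at about 27% in these data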;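 also: 0% = acetylcholine EC80 with DMSO and 100% = DMSO without agonist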
# Numbers without * were called inactive; nt = no result given.
SMILES,CRFBP-R2 agonist,M4 ag,M1 PAM,M4 PAM,CRFBP-R2 block,CHRM5 agonist,CHRM4 antagonist,M5 PAM,CHRM5 antagonist
Cc1cccc(NC(=O)Cn2nc(-c3ccco3)ccc2=O)c1C,-0.3,1,15,1,4,-1,-8,1,4
COc1ccccc1NC(=O)Cc1nnc(SCC(=O)NC2=NCCS2)n1C,0.4,-1,12,-1,2,-3,-5,-3,14
COc1ccccc1NC(=O)Cc1csc(N)n1,-5.9,0,13,4,-6,-1,0,2,6
CSCC[C@H](NC(=O)Nc1cccc(C(F)(F)F)c1)C(=O)O,-0.4,1,10,0,1,-1,7,-1,4
c1ccc(SCc2nc3ccccc3[nH]2)nc1,1.5,1,0,3,14,-4,-11,-3,1
Cc1ccc(CNC(=O)CN(c2ccc(C)cc2)S(=O)(=O)c2c(C)nn(C)c2C)cc1,-0.7,2,6,4,83*,-9,4,-4,8
CCOC(=O)N1CCC(NC(=O)C2CCN(C(=O)N3CC(C)Oc4ccccc43)CC2)CC1 (stereo not given),0.5,5,2,5,5,1,11,2,-3
CC(C)(C)NC(=O)c1ccccc1NC(=O)c1ccc2c(c1)OCO2,-1.7,0,4,0,12,-4,2,4,13
C[C@H]1CN([C@@H](C)CO)C(=O)c2cccc(NC(=O)c3ccc(-c4nccs4)cc3)c2O[C@@H]1CN(C)C(=O)NC1CCCCC1,0.3,3,8,6,2,4,2,-6,13
COc1ccc([N+](=O)[O-])cc1NCc1cccnc1,-1.7,1,6,2,29,-9,2,-2,-10
O=C(NC1CC1)C1CCN(c2ncnc3c2sc2cccc(F)c23)CC1,-3.0,8,3,-1,9,4,-9,-1,-6
COc1ccc(OC)c(C(O)c2nc3ccccc3n2C)c1 (stereo not given),0.9,0,0,-3,19,3,-4,-4,-6
O=c1[nH]c(C2CCCN(S(=O)(=O)c3ccccc3)C2)nc2c1nnn2Cc1ccccc1Br (stereo not given),-2.1,1,10,0,2,-5,-3,2,-4
CC(Sc1nnnn1C1CCCCC1)C(=O)O (stereo not given),-0.6,1,10,-2,15,-4,0,-13,2
O=C(NC(=S)Nc1ccc(N2CCOCC2)c(Cl)c1)c1sc2ccccc2c1Cl,-2.5,1,3,6,0,-2,-3,-5,3
COc1ccccc1N1CCN(C(=O)c2noc(C)c2[N+](=O)[O-])CC1,-0.1,2,17,1,21,-2,-3,3,-5
CCN1CCN(S(=O)(=O)CC2(C)C3CCC2(C)C(=O)C3Br)CC1 (stereo not given),-1.6,1,0,1,-15,1,-3,1,6
Cc1ccc(N2CC(C(=O)OCc3nnc(-c4ccccc4)o3)CC2=O)cc1 (stereo not given),-1.8,0,1,-4,10,-3,3,0,10
CN(CC(=O)Nc1ccc(N2CCOCC2)cc1)C(=O)COc1ccccc1F,0.0,1,-3,-3,-2,2,-2,4,-3
CCOC(=O)c1nn(-c2ccccc2)c(=O)c(C#N)c1C,-0.2,0,5,3,6,2,-5,7,-2
O=C(C1CCCO1)N1CCN(S(=O)(=O)c2cc(F)ccc2F)CC1 (stereo not given),-0.6,0,0,-5,-10,0,9,-10,2
CO/N=C/C(C#N)=C/c1cc(C(=O)c2ccccc2)cn1C,0.9,1,13,3,30,-4,0,-4,21
Cc1cc2oc(C(=O)N3CCN(CCc4ccccn4)CC3)c(C)c2cc1C,-1.3,3,5,7,-4,-8,-3,-4,25
O=C(Cn1ncc2ccccc2c1=O)Nc1cccc(C(F)(F)F)c1,-0.5,0,0,-4,1,-1,6,-2,8
COC(=O)C(Cc1c[nH]c2ccccc12)NC(C)=O (stereo not given),0.4,0,4,6,-7,-2,3,0,-7

# An excerpt from further up, for reference:
SMILES,CRFBP-R2 agonist,M4 ag,M1 PAM,M4 PAM,CRFBP-R2 block,CHRM5 agonist,CHRM4 antagonist,M5 PAM,CHRM5 antagonist
Cc1cccc(NC(=O)Cn2nc(-c3ccco3)ccc2=O)c1C,-0.3,1,15,1,4,-1,-8,1,4
COc1ccccc1NC(=O)Cc1nnc(SCC(=O)NC2=NCCS2)n1C,0.4,-1,12,-1,2,-3,-5,-3,14

# Other entries
SMILES,CRFBP-R2 agonist,M4 ag,M1 PAM,M4 PAM,CRFBP-R2 block,CHRM5 agonist,CHRM4 antagonist,M5 PAM,CHRM5 antagonist
CC1CCCCC1NC(=O)CC1Oc2ccccc2NC1=O (stereo not given),-0.8,2,13,-6,21,1,4,1,3
COCCNC(=S)N(CCCO)Cc1cc2cc3c(cc2[nH]c1=O)OCCO3,-0.1,0,-7,-9,1,0,15,-11,18
O=C(COc1ccc(F)cc1Br)NCc1ccccn1,-0.7,1,3,2,5,-3,7,-11,8
Cc1ccc2occ(C3NC(C(=O)O)CS3)c(=O)c2c1 (stereo not given),-2.6,1,1,-3,8,1,3,3,-3
O=C(COC(=O)c1ccco1)Nc1ccc(N2CCOCC2)cc1,0.1,1,14,6,-7,2,-15,4,-1
O=C(CSC1=NC(=O)C(c2ccccc2)C(=O)N1)Nc1cccc(Cl)c1 (stereo not given),2.7,0,6,4,-18,-1,1,6,4
CCOC(=O)C1=C(COc2ccccc2)NC(=O)NC1c1ccc(Br)cc1 (stereo not given),0.8,4,10,8,-11,-4,-11,-2,2
COc1ccc(OC)c(NS(=O)(=O)c2c(C)nc3sccn3c2=O)c1,-0.7,0,4,2,-8,0,-1,-4,4
O=S(=O)(NCC1CCCO1)c1ccc(S(=O)(=O)N2CCCC2)cc1 (stereo not given),2.1,2,-4,-1,-1,-4,-4,4,-4
C=CCSc1nc2c(c(=O)[nH]c(=O)n2C)n1CC,0.5,1,-7,7,-2,-3,0,1,1
O=C(CNc1ccc(Br)cc1)NNC1=NCCC1,-1.6,1,13,2,13,-2,8,1,-2
CC(=O)Nc1ccc(-c2cn3cc(C)ccc3n2)cc1,0.8,0,10,-2,3,1,15,-7,8
Cc1ccc(C)c(S(=O)(=O)NCc2ccncc2)c1,-2.3,9,1,-6,3,-4,-1,-19,13
O=C(O)c1cccc2c1C(=O)c1cccc3snc-2c13,-2.4,0,14,13,2,2,-7,-1,9
CSc1ccccc1NC(=O)CN(C)C(=O)c1ccc(-n2cccn2)cc1,0.4,6,3,-3,10,4,-6,1,5
CCN(C(=O)CSc1nnc2c3ccccc3n(CC)c2n1)C1CCS(=O)(=O)C1 (stereo not given),1.3,2,1,-5,-6,-2,3,-3,2
COc1cccc(N2CCN(c3ncccn3)CC2)c1,-3.1,1,-2,-1,7,3,5,5,-5
COC(=O)C(CCSC)NS(=O)(=O)c1ccc(Cl)cc1 (stereo not given),0.2,1,13,-3,-5,-3,4,-1,10
O=C(N/N=C/c1cc([N+](=O)[O-])ccc1Cl)c1cnccn1,-3.9,0,10,1,-33,-3,1,-8,-6
O=C1CCSC2=C1SCc1sccc12,nt,1,nt,-3,nt,1,6,-7,-4
COCCN1C(=O)C(O)=C(C(=O)c2ccco2)C1c1cccc(Oc2ccccc2)c1 (stereo not given),1.8,-1,19,5,-13,3,2,7,-11
Cn1c(=O)n(C)c2cc(NC(=O)COc3ccccc3)ccc21,-2.1,2,13,2,15,-1,-5,-5,11
N#CCCN1CCN(S(=O)(=O)c2ccc3c(c2)OCCCO3)CC1,0.0,1,9,-3,10,0,-1,3,-1
Cc1ccc2sc(=O)[nH]c2c1,-4.1,-1,17,7,9,1,7,5,5
CCC(=O)Nc1nc2ccccc2n1Cc1ccccc1C,-1.2,2,-3,-2,-2,-5,-1,-5,11

# Part of the list above in order of molar mass, rising:
SMILES,CRFBP-R2 agonist,M4 ag,M1 PAM,M4 PAM,CRFBP-R2 block,CHRM5 agonist,CHRM4 antagonist,M5 PAM,CHRM5 antagonist
O=C1CCSC2=C1SCc1sccc12,nt,1,nt,-3,nt,1,6,-7,-4
C=CCSc1nc2c(c(=O)[nH]c(=O)n2C)n1CC,0.5,1,-7,7,-2,-3,0,1,1
O=C(O)c1cccc2c1C(=O)c1cccc3snc-2c13,-2.4,0,14,13,2,2,-7,-1,9
CC1CCCCC1NC(=O)CC1Oc2ccccc2NC1=O (stereo not given),-0.8,2,13,-6,21,1,4,1,3
O=C(CNc1ccc(Br)cc1)NNC1=NCCC1,-1.6,1,13,2,13,-2,8,1,-2
O=C(COc1ccc(F)cc1Br)NCc1ccccn1,-0.7,1,3,2,5,-3,7,-11,8
CCOC(=O)C1=C(COc2ccccc2)NC(=O)NC1c1ccc(Br)cc1 (stereo not given),0.8,4,10,8,-11,-4,-11,-2,2

# Next structures follow:
SMILES,CRFBP-R2 agonist,M4 ag,M1 PAM,M4 PAM,CRFBP-R2 block,CHRM5 agonist,CHRM4 antagonist,M5 PAM,CHRM5 antagonist
Cn1c(N)c(C#N)c(-c2ccccc2)c(C#N)c1=O,nt,1,6,4,nt,4,-1,1,-8
COc1ccc(S(=O)(=O)N2CCN(CC3CC=CCC3)CC2)cc1 (stereo not given),-1.2,1,5,-11,14,-7,5,0,11
CSc1nnnn1-c1ccc(C(=O)O)cc1,-1.2,0,16,3,-12,0,-1,2,-2
Cn1cc(-c2nnnn2-c2ccc(Cl)cc2)c(=O)c2ccccc21,0.1,0,6,1,12,-9,2,13,10
Cc1nc2c(C(=O)N3CCN(C)CC3)cnn2c(C)c1Cc1ccc(Cl)cc1,-2.7,0,13,4,-9,-5,0,-5,-4
Cc1ccc(/C=N/n2c(COc3ccccc3)n[nH]c2=S)cc1,-8.7,16,-4,-10,8,-1,1,-12,17
COCCn1c(SCC(=O)Nc2ccc(C)cc2C)nc2c(oc3ccccc32)c1=O,-0.5,1,2,1,27,-1,-5,5,-8
CN(C)CCN(C(=O)c1ccc2ccccc2c1)c1nc2cc3c(cc2s1)OCO3,-0.5,-1,-1,-6,-13,-2,1,2,-1
CCOc1ccc(CCNC(=O)COC(=O)/C=C/c2ccc(OCC#N)c(OC)c2)cc1OCC,-0.3,0,0,2,-2,-2,5,0,1
CC1=NOC2(C1)N(C)c1ccccc1C2(C)C (stereo not given),1.3,1,3,1,-3,2,1,-1,-4
Cc1ccc(S(=O)(=O)CC(=O)Nc2nc(C(C)(C)C)cs2)cc1,-1.1,3,9,4,16,-5,6,6,-4
COc1ccc(-n2c(O)c(/C=N/NS(=O)(=O)c3cc(C)ccc3C)c3ccccc3c2=O)cc1OC,111*,7,2,-1,-154,3,-10,-7,7
CCc1ccccc1NC(=O)C1CCN(S(C)(=O)=O)CC1,-0.1,2,6,-2,-6,1,-7,-6,7
CCS(=O)(=O)N1Cc2ccccc2CC1C(=O)Nc1nnc(SCc2ccc(C#N)cc2)s1 (stereo not given),2.4,11,-17,-8,-37,0,-7,-17,23
N#Cc1cc(N)c(Nc2ccccc2)cc1C#N,-0.5,7,1,10,15,3,17,-3,9
CN(C)c1ccc(NC(=O)Cn2c(=O)n(Cc3ccccc3)c(=O)c3ccccc32)cc1,-0.5,0,6,4,-2,-1,0,-2,-2
O=C1[C@H]2[C@@H](c3ccccc3)N[C@]3(CCCN(Cc4ccccc4)C3=O)[C@H]2C(=O)N1Cc1ccccc1,-0.4,3,-6,-8,9,1,15,-3,9
CCC1(c2ccccc2)NC(=O)N(CC(=O)NCc2ccc(C)cc2)C1=O (stereo not given),-1.4,2,20,8,1,-4,-6,0,-5
O=C(O)Cc1ccc(NC(=O)C(c2ccccc2)c2ccccc2)cc1,0.9,1,5,2,-1,-1,8,-1,12
O=C(c1cc(N2CCCCC2)nc2ccccc12)N1CCOCC1,-1.4,0,5,3,0,-3,7,-3,-4
Cc1ccc(C(=O)NCC(=O)Nc2cc(C)ccn2)cc1,-2.0,1,-1,-5,16,3,8,-3,5
COC(=O)C(NC(=O)c1cccnc1Cl)C(C)C (stereo not given),0.1,1,5,5,-4,-2,7,6,2
